LYPLA1 inh = LYPLA1 inhibitors, primary screen, counter-screen for PME1 inhibitor project, biochemical, fluorescence polarization, FP-Rh probe ABPP; Acyl-protein thioesterase 1 (Homo sapiens), O75608; recombinant LYPLA1; inhibition, % at 5.9 µM; 320,000 tested, 0.16% active;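 active = inhibition above the mean of all tested compounds plus 3 SD, set per campaign, cut at about 14% in these data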;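 also: inhibitors block serine hydrolase probe labeling of LYPLA1 so polarization falls; 0% = enzyme with DMSO and 100% = wells lacking LYPLA1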
Target sequence (O75608 whole entry, looked up): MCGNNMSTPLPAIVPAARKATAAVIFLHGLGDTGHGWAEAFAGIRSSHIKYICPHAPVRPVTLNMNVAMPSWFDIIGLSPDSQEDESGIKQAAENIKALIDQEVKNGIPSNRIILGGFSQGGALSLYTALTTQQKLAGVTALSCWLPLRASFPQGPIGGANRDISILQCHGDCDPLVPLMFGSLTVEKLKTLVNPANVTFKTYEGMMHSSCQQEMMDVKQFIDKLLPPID
LYPLA2 counter = LYPLA2 inhibitors, primary screen, counter-screen for PME1 inhibitor project, biochemical, fluorescence polarization, FP-Rh probe ABPP. Acyl-protein thioesterase 2 (Homo sapiens), O95372. recombinant LYPLA2. inhibition, % at 5.9 µM. 320,000 tested, 0.38% active;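 active = inhibition above the screen-wide mean plus 3 SD, limit set per campaign, cut at about 26% in these data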;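 also: 0% = LYPLA2 with DMSO and 100% = wells lacking LYPLA2 enzyme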
PREPL inhibitor = PREPL enzyme inhibitors, primary screen, biochemical, fluorescence polarization | Prolyl endopeptidase-like (Homo sapiens), Q4J6C6 | recombinant PREPL, fluorescence polarization activity-based probe | inhibition, % at 5.96 µM | 320,000 tested, 0.68% active; in the data active = inhibition above about 43%;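 also: 0% = enzyme with DMSO and 100% = wells lacking enzyme; many of its hits are not listed in these tables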
GSTO1 inh = inhibitors of recombinant GSTO1, primary screen, counter-screen for RBBP9 inhibitor project, biochemical, fluorescence polarization; activity-based probe fluorescence polarization; inhibition, % at 5.96 µM; 300,000 tested, 1.1% active; AID 1974, 2009;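 active = inhibition above the campaign mean inhibition plus 3 SD, cut at about 35% in these data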;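 also: 0% = GSTO1-1 with DMSO and 100% = wells lacking GSTO1-1 enzyme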
PAFAH2 FP inh = PAFAH2 enzyme inhibitors, primary screen, biochemical, fluorescence polarization, human; recombinant PAFAH2, FP-rhodamine activity probe; inhibition, % at 3.39 µM; 340,000 tested, 0.99% active;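 active = inhibition above the mean over all tested compounds plus 3 SD, cut at about 30% in these data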;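 also: inhibitors block probe labeling of enzyme so polarization drops; 0% = enzyme with DMSO and 100% = wells lacking PAFAH2 protein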
PAFAH1B3 FP inh = PAFAH1B3 enzyme inhibitors, primary screen, biochemical, fluorescence polarization, human; Platelet-activating factor acetylhydrolase IB subunit alpha1 (Homo sapiens), Q15102; recombinant PAFAH1B3, FP-rhodamine probe; inhibition, % at 3.39 µM; 340,000 tested, 0.28% active; AID 492972, 2010;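 active = inhibition above the screen-wide average of all tested compounds plus 3 SD, cut at about 25% in these data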;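 also: 0% = enzyme with DMSO only and 100% = wells lacking PAFAH1B3 protein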
Target sequence (Q15102 whole entry, looked up): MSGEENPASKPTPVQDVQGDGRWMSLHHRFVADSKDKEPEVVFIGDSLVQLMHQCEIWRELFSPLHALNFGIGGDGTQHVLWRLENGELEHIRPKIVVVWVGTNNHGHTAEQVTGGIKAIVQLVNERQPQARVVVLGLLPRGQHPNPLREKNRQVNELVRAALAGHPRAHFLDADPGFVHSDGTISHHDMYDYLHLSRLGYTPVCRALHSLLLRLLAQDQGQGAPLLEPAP
ZTA DNA inh = ZTA (EBV) inhibition in EBNA-1 counter-screen | AID 2234 | inhibition, % at 11 µM | ZTA-DNA binding, fluorescence polarization | 320,000 tested, 0.15% active; in the data active = inhibition above about 33%
Target sequence (P03206 whole entry, looked up): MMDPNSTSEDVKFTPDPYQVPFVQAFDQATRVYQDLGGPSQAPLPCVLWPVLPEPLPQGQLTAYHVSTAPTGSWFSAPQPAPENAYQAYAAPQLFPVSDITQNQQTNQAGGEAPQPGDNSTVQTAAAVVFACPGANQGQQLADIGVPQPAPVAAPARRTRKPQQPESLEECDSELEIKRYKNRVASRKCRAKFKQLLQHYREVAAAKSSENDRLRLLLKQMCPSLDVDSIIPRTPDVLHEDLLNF
EBNA-1 inh = EBNA-1 DNA-binding inhibitors, primary screen, biochemical, fluorescence polarization; 300,000 tested, 0.34% active; AID 1950, 2009; inhibition, % at 14.8 µM; in the data active = inhibition above about 28%
PAD4 FP inh = human PAD4 inhibitors, primary screen, biochemical, fluorescence polarization, 1536-well format; inhibition, % at 6.36 µM; recombinant PAD4, RCA probe fluorescence polarization; 330,000 tested, 0.41% active;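 active = percent inhibition above a cutoff equal to the mean of all tested compounds plus 3 SD, cut at about 15% in these data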;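 also: 0% = PAD4 with RCA probe and DMSO and 100% = probe without PAD4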
An asterisk follows results filed as active; · = no result given.

Field names: A = LYPLA1 inh; B = LYPLA2 counter; C = PREPL inhibitor; D = GSTO1 inh; E = PAFAH2 FP inh; F = PAFAH1B3 FP inh; G = ZTA DNA inh; H = EBNA-1 inh; I = PAD4 FP inh
1: COc1ccc(-n2c(COc3ccc4c(c3)OCO4)nnc2SCC(=O)O)cc1
  A = 0.2 | B = 2.5 | C = 12.3 | D = 0.1 | E = 5.0 | F = 1.6 | G = -5.4 | H = 11.0 | I = 2.0

2: O=C(CSc1ccc2c(c1)OCCO2)Nc1ccc(Br)cn1
  A = -4.9 | B = -1.2 | C = -38.2 | D = 0.6 | E = 0.2 | F = 3.7 | G = 2.8 | H = 2.8 | I = 5.0

3: O=C(O)C[C@H]1c2cc(C(F)(F)F)ccc2S(=O)(=O)N1Cc1ccccc1
  A = 0.3 | B = -1.4 | C = 2.5 | D = -0.6 | E = -4.4 | F = -4.4 | G = 10.0 | H = 1.0 | I = -2.5

4: C=CCn1c(SCC(=O)Nc2cccnc2Cl)nnc1-c1ccc(Cl)cc1
  A = -2.3 | B = 4.7 | C = -1.0 | D = 5.9 | E = 6.4 | F = 0.5 | G = -1.2 | H = 0.9 | I = -2.1

5: O=C(/C=C/c1ccco1)Nc1ccc(Oc2ccccc2)cc1
  A = -13.1 | B = -11.4 | C = 1.0 | D = -22.3 | E = 10.6 | F = -7.1 | G = -5.2 | H = -2.8 | I = -2.7

6: N=c1c2c(-c3ccccc3)c(-c3ccccc3)n(Cc3ccco3)c2ncn1CCCO
  A = 1.8 | B = 0.1 | C = 10.1 | D = 4.6 | E = · | F = · | G = 7.3 | H = -6.8 | I = 7.3

7: C#CCN(Cc1ccccc1)S(=O)(=O)C=C
  A = -3.1 | B = 1.3 | C = -9.2 | D = · | E = · | F = · | G = 21.0 | H = · | I = 2.2

8: Cc1ccc(C)c(NC(=O)C2CCCN2C(=O)NC2CCCCC2)c1 (stereo not drawn)
  A = 1.3 | B = 0.7 | C = -0.6 | D = 2.3 | E = -24.5 | F = 12.6 | G = 6.2 | H = 5.5 | I = 0.6

9: Cc1ccc(C(c2nnnn2CC2CCCO2)N2CCN(c3cccc(C)c3C)CC2)cc1 (stereo not drawn)
  A = -2.1 | B = 1.8 | C = 5.6 | D = -6.8 | E = -0.2 | F = 0.7 | G = -20.9 | H = 0.6 | I = 0.9

10: CCOc1ccc(NS(=O)(=O)c2ccc(C(=O)NCCN3CCOCC3)cc2)cc1
  A = -1.5 | B = 1.4 | C = 1.8 | D = 14.4 | E = -0.7 | F = 3.6 | G = 10.7 | H = 0.9 | I = 0.8

11: Nc1ncnc2c1ncn2[C@@H]1O[C@H](CNCc2c(OCc3ccccc3F)ccc3ccccc23)[C@@H](O)[C@H]1O
  A = · | B = · | C = -26.2 | D = · | E = 10.6 | F = 1.3 | G = · | H = · | I = -0.4

12: CC(=O)N1N=C(c2cccc([N+](=O)[O-])c2)OC1c1ccc(Cl)cc1Cl (stereo not drawn)
  A = 0.5 | B = 11.7 | C = 18.0 | D = -0.7 | E = -6.5 | F = 1.8 | G = -3.3 | H = 2.1 | I = -3.1

13: CC(=O)C1=C(O)C(=O)N(C)C1c1ccccc1F (stereo not drawn)
  A = 1.7 | B = 2.9 | C = -1.2 | D = -3.1 | E = 10.0 | F = 0.2 | G = -8.4 | H = -11.1 | I = -8.2

14: CCOC(=O)N1CCN(c2c(NCc3ccccn3)c(=O)c2=O)CC1
  A = -1.2 | B = 0.5 | C = 13.1 | D = 0.8 | E = 9.4 | F = 1.9 | G = -6.3 | H = 4.1 | I = 0.4

15: C=CCN1C(=O)CS/C1=N\S(=O)(=O)c1ccc(Cl)cc1
  A = -5.6 | B = -11.6 | C = 0.7 | D = 6.1 | E = -8.3 | F = 2.6 | G = -0.8 | H = -3.5 | I = -2.5

16: CC(OC(=O)CNC(=O)C12CC3CC(CC(C3)C1)C2)C(=O)Nc1ccc(S(N)(=O)=O)cc1 (stereo not drawn)
  A = -2.0 | B = -1.9 | C = 1.9 | D = 2.8 | E = 10.3 | F = 3.6 | G = -9.6 | H = -15.2 | I = -5.3

17: O=c1ccc(-c2ccc(S(=O)(=O)NCC3CCN(Cc4ccccc4F)CC3)s2)n[nH]1
  A = -3.8 | B = -7.0 | C = -12.7 | D = -1.4 | E = 8.0 | F = 3.4 | G = -10.4 | H = 0.0 | I = -4.6

18: COC(=O)c1ccccc1Sc1c(/C=N/OC(=O)c2ccccc2)c(C(F)(F)F)nn1C
  A = 2.1 | B = -2.0 | C = 15.6 | D = 1.0 | E = 19.7 | F = -1.8 | G = -3.3 | H = -7.6 | I = -6.1

19: Cc1ccccc1Cc1c(C)nc2nc(SCC(=O)NCc3ccco3)nn2c1C
  A = -1.6 | B = 1.8 | C = -16.7 | D = 0.1 | E = 6.2 | F = 13.2 | G = -1.6 | H = 8.8 | I = -5.3

20: CCOC(=O)CNC(=O)CSc1nnc(-c2ccco2)n1Cc1ccco1
  A = -1.9 | B = 0.8 | C = 9.1 | D = -4.1 | E = 1.2 | F = 5.0 | G = 13.1 | H = 8.6 | I = -0.9

21: COc1cccc(CC2(CO)CCCN(Cc3ccc(CN4CCCCC4)s3)C2)c1 (stereo not drawn)
  A = 2.6 | B = 1.4 | C = 7.8 | D = -1.3 | E = -1.5 | F = -2.5 | G = 4.7 | H = 1.7 | I = 0.8

22: COc1cc2c(cc1OC)C(c1ccc(Br)cc1)NCC2 (stereo not drawn)
  A = -1.7 | B = -0.5 | C = -4.7 | D = 8.3 | E = · | F = · | G = -8.0 | H = -4.6 | I = 1.4

23: CSc1ccccc1NC(=O)c1ccco1
  A = 3.3 | B = -0.6 | C = 2.0 | D = -1.6 | E = 2.5 | F = 9.4 | G = -3.7 | H = 4.6 | I = 2.4

24: CC(C)(C)CN1C(=O)C(=O)NC[C@H]1Cc1ccc(O)cc1
  A = 1.2 | B = -0.7 | C = 3.8 | D = 5.2 | E = -0.3 | F = 8.7 | G = -5.7 | H = 3.2 | I = -1.2

25: Cc1sc2ncn(CC(=O)NCC(=O)N(C)Cc3ccccc3)c(=O)c2c1C
  A = -1.3 | B = 1.4 | C = 1.5 | D = 2.4 | E = -7.0 | F = -8.1 | G = 1.7 | H = 13.0 | I = 3.2

26: Cc1noc(C)c1S(=O)(=O)Nc1ccc(C(=O)NC2CCCCCC2)cc1
  A = 3.0 | B = -4.5 | C = 12.3 | D = -9.8 | E = -4.2 | F = -1.0 | G = -4.9 | H = -9.3 | I = -7.0

27: C=CCn1c(-c2ccc(C)cc2)nc2ccccc21
  A = 0.4 | B = 3.6 | C = 5.2 | D = 1.3 | E = 2.3 | F = 1.6 | G = 1.7 | H = 3.0 | I = -0.1

28: CCCSc1nnc(Cn2c(=O)sc3ccccc32)n1-c1ccccc1
  A = 0.3 | B = 1.3 | C = 2.6 | D = -2.3 | E = 4.8 | F = 7.7 | G = -9.1 | H = -1.9 | I = 0.0

In the list so far, these contain a CF3 group:
Field names: A = LYPLA1 inh; B = LYPLA2 counter; C = PREPL inhibitor; D = GSTO1 inh; E = PAFAH2 FP inh; F = PAFAH1B3 FP inh; G = ZTA DNA inh; H = EBNA-1 inh; I = PAD4 FP inh
3: O=C(O)C[C@H]1c2cc(C(F)(F)F)ccc2S(=O)(=O)N1Cc1ccccc1
  A = 0.3 | B = -1.4 | C = 2.5 | D = -0.6 | E = -4.4 | F = -4.4 | G = 10.0 | H = 1.0 | I = -2.5

18: COC(=O)c1ccccc1Sc1c(/C=N/OC(=O)c2ccccc2)c(C(F)(F)F)nn1C
  A = 2.1 | B = -2.0 | C = 15.6 | D = 1.0 | E = 19.7 | F = -1.8 | G = -3.3 | H = -7.6 | I = -6.1

Single records (already shown). Screens in order: LYPLA1 inh, LYPLA2 counter, PREPL inhibitor, GSTO1 inh, PAFAH2 FP inh, PAFAH1B3 FP inh, ZTA DNA inh, EBNA-1 inh, PAD4 FP inh
Listed for CC(OC(=O)CNC(=O)C12CC3CC(CC(C3)C1)C2)C(=O)Nc1ccc(S(N)(=O)=O)cc1 (stereo not drawn) : -2.0, -1.9, 1.9, 2.8, 10.3, 3.6, -9.6, -15.2, -5.3
Listed for Cc1ccc(C)c(NC(=O)C2CCCN2C(=O)NC2CCCCC2)c1 (stereo not drawn) : 1.3, 0.7, -0.6, 2.3, -24.5, 12.6, 6.2, 5.5, 0.6
Listed for CC(=O)C1=C(O)C(=O)N(C)C1c1ccccc1F (stereo not drawn) : 1.7, 2.9, -1.2, -3.1, 10.0, 0.2, -8.4, -11.1, -8.2

A portion of the library; rates above refer to the full screens.
